mcGAS MS inh: blocks mouse cGAS cGAMP production. Q8C6L5. inhibition, % at 12.5 µM. 130,000 tested, 0.18% active. recombinant mouse cGAS, cGAMP by RapidFire MS;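 active = inhibition of cGAS enzyme activity at or above 60%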;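 note: enzyme stimulated by 45 bp dsDNA with ATP and GTP substrates; cGAMP share of summed cGAMP plus half ATP and half GTP signals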
Target sequence (Q8C6L5 whole entry, looked up): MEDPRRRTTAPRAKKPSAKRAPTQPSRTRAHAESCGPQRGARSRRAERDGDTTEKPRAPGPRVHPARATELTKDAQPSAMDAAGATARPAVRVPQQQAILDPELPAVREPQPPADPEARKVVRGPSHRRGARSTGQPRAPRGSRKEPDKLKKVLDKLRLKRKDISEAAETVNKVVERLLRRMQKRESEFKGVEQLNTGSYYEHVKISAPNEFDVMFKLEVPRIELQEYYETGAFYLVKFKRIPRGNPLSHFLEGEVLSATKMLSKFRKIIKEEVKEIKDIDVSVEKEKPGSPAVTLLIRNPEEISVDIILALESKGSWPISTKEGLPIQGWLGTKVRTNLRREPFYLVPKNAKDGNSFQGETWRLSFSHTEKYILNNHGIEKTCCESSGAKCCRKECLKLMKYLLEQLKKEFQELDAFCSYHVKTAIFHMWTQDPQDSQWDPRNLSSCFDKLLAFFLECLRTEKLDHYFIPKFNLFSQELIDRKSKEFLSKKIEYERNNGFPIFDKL
An asterisk follows results filed as active; & = joins results of further samples.

cpd	smiles	mcGAS MS inh
1	Cc1c(C(=O)N(C)Cc2ccc(F)cc2)sc(=O)n1CC(=O)c1ccc(F)cc1	-4.2
2	Cc1sc2ncnc(N/N=C\c3cccc(O)c3)c2c1C	-1.3
3	O=c1c2ccccc2n(Cc2ccccc2Cl)c(=O)n1CCO	6.4
4	CC1(C(=O)NS(=O)(=O)c2ccc(F)cc2F)CCN1C(=O)C1(c2ccc(Cl)cc2)CCC1 (centres undefined)	-15.0
5	c1ccc2sc(SN3CCOCC3)nc2c1	44.4
6	CCCC1=C(C(=O)OCC)C(c2cc(OC)c(OC)c(OC)c2)NC(=O)N1 (centres undefined)	-12.4
7	CC(c1cccs1)N(C)Cc1cn2cc(Cl)cc(Cl)c2n1 (centres undefined)	-11.8
8	CC(=O)NCCCc1ccc(-c2csc(NCc3ccco3)n2)cc1	-4.1
9	Cc1cc(O)c(CN(C)C2CCS(=O)(=O)C2)cc1C(C)C (centres undefined)	-1.7
10	CC(C)c1ccc(C(=O)N2CCn3nc(C(=O)N4CCCC4)cc3C2)c(=O)[nH]1	-29.1
11	Cc1nc(CC(=O)N(Cc2ccc(C(=O)NC3CC3)cc2)C2CC2)sc1C	-3.5
12	Cc1cccc(N=P(N2CCCCC2)(N2CCCCC2)C(C)(C)C)c1C	6.6

cpd	smiles	mcGAS MS inh
13	N#CCc1nc(-c2ccccc2)no1	40.1
14	CCOc1ccccc1C(=O)Nc1c(C)nc2ccc(C)cn2c1=O	8.2
15	O=C1C2C(c3ccccc3)OC3(C(=O)c4ccccc4C3=O)C2C(=O)N1c1cccc2ccccc12 (centres undefined)	-10.4
16	Cc1nn(Cc2ccc(C(F)(F)F)cc2)c(=O)c2c1cnn2-c1ccccc1	-5.5
17	FC(F)(F)c1cnc(Sc2n[nH]c(-c3ccccc3)n2)c(Cl)c1	-7.9
18	CN(Cc1nc(Cc2ccccc2Cl)no1)CC1CCOCC1	-3.8
19	Cc1cc(C)n2nc(SCC(=O)NCCc3ccccc3C)nc2n1	0.7
20	CC1Cc2cc(-c3cc(COC(=O)c4cc5ccccc5oc4=O)no3)ccc2O1 (centres undefined)	-5.5
21	N#Cc1ccc(Sc2nnnn2CCc2cccs2)nc1	-9.0
22	COc1cccc(Cn2nc3n(CCC(=O)NC4CCCCC4)c(=O)c4ccccc4n3c2=O)c1	-4.1
23	CN(Cc1c(F)cccc1Cl)c1cncc(-n2cccn2)n1	-30.9
24	CN(C)CCn1ccnc1-c1ccc(C#CC(C)(C)O)cc1	-33.9

cpd	smiles	mcGAS MS inh
25	O=S1(=O)CCC(S(=O)(=O)NC2CCCCC2C(F)(F)F)CC1 (centres undefined)	-35.3
26	NC(=O)c1cccc(CC2CCN(C(=O)c3ncccc3O)C2)c1 (centres undefined)	-5.9
27	CN1CCN(S(=O)(=O)c2ccc3c(c2)OCCO3)CC1	-14.2
28	CC(c1cc(F)ccc1F)N(C)C(=O)NCC(=O)N(C)C (centres undefined)	6.2&12.9
29	Cc1cnc(NC(=O)c2ccc(CN(C)Cc3cnc(N)nc3)cc2)s1	-21.6
30	CC1CCc2c(sc3nc(CN(C)C4CCCCC4)[nH]c(=O)c23)C1 (centres undefined)	-10.4
31	CN(C)CCOC(=O)c1cccc2c1-c1ccccc1C2=O	16.8
32	O=C(Nc1ccc2c(c1)CN(CCCn1cccn1)CC2)C1(c2ccccc2)CC1	1.2
33	Cc1ccc2[nH]c3nc(N/N=C\c4ccc(-c5cccc([N+](=O)[O-])c5)o4)nnc3c2c1	-23.5
34	CC1=NN(c2ccc(C(=O)NC3CC4CC3C3CCCC43)cc2)CC1 (centres undefined)	-6.0&0.6
35	COc1ccc(C(=O)C[n+]2ccc3c(c2)nnn3C)cc1	-16.3
36	CCCCCn1c(=O)c2c(nc3n(CCOC)c(C)c(C)n23)n(C)c1=O	-0.5

cpd	smiles	mcGAS MS inh
37	Cc1cccc(-c2cccc(NC(=O)C3CCCN(C(=O)c4ccnc(N)c4)C3)c2)c1 (centres undefined)	-8.1
38	CN(C)c1nc(N(C)C)nc(N2CC(=O)N(c3ccccc3)C2=N)n1	-1.5
39	CCNC(=O)CC1Nc2cc(C)c(C)cc2NC1=O (centres undefined)	-10.8
40	OC1(c2ccc3c(c2)OCCO3)CN(c2ccccc2)C2=[N+]1CCCS2 (centres undefined)	-10.2
41	OCC#CCSc1nnc(-c2ccccc2Br)o1	1.4
42	CCN(CC1CCN(Cc2ccccc2)C1)C(=O)Nc1cc(C)no1 (centres undefined)	-14.1
43	Cc1ccccc1CCC1CCCN(CC(=O)Nc2cnn(C)c2)C1 (centres undefined)	-8.5
44	O=C(O)CCCn1cccc1	-3.3
45	CCOc1ccc(-c2nc(NN=Cc3ccc(OC)c(OC)c3)sc2C)cc1	3.2
46	CCCCc1ccc(-c2nc(C=Nc3ccccc3I)c(O)o2)cc1	-8.3
47	Cc1ccsc1-c1nccn1CCc1ccccn1	-6.7
48	COn1c(=O)c(-c2ccc(I)cc2)[n+]([O-])c2ccccc21	6.0

cpd	smiles	mcGAS MS inh
49	Cc1csc(C(C#N)C(=O)COC(=O)c2c(F)cccc2Cl)n1 (centres undefined)	-0.5
50	CCOc1ccccc1-n1c(CCN)n[nH]c1=O	-22.2
51	COc1cc(F)ccc1NC(=O)NCc1cn2c(n1)CCCC2	-2.7
52	COc1ccc(CC(=O)Nc2cc(C(N)=O)cc(F)c2C)c(OC)c1	-3.3
53	Cc1cc2ncc(C(=O)NC3CCOc4ccccc43)c(C)n2n1 (centres undefined)	-23.0
54	Cc1ccc(N2CN(CC(=O)NC3CCc4ccccc43)S(=O)(=O)c3cccnc32)cc1 (centres undefined)	-11.7
55	CC1(C(=O)NS(=O)(=O)c2ccc(F)cc2F)CCN1C(=O)C1(c2ccc(Cl)cc2)CC1 (centres undefined)	-10.0
56	Cc1cc(C)c(-c2csc(NC(=O)CCCCl)n2)c(C)c1	-8.7
57	CCn1ncnc1CN1CC[C@@H](c2ccc3c(c2)OCO3)[C@H](O)C1	-18.5
58	Cc1ccsc1-c1cc(C(=O)O)cc(S(=O)(=O)NCC2CCCO2)c1 (centres undefined)	-11.1
59	Cc1cc2cc(CNS(=O)(=O)c3ccccc3)ccc2n1C	2.2
60	CN(CCOc1cccc(C#N)c1)C1CCCCC1S(C)(=O)=O (centres undefined)	-5.6

cpd	smiles	mcGAS MS inh
61	CN(CC(O)COc1ccccc1CN1CCC(c2ccncc2)CC1)C1CCCCC1 (centres undefined)	-11.4
62	Cc1ccc(CN(C)C(=O)C2CCC(=O)N(C3CCCCCC3)C2)cc1 (centres undefined)	-13.7
63	CC(c1ccccc1)n1c(=O)c(C(=O)O)nn(-c2ccccc2)c1=O (centres undefined)	-6.3
64	O=C(CCc1ccco1)N1CCCC1c1ncc(-c2ccccc2Cl)[nH]1 (centres undefined)	-3.7
65	O=C(Cc1ccc2c(c1)OCO2)N1CCc2c([nH]c3ccccc23)C1c1ccccn1 (centres undefined)	-3.5
66	CN(Cc1nc(-c2ccccn2)no1)C1CCOC1 (centres undefined)	-2.5
67	Cn1cccc1CC(=O)NNS(=O)(=O)c1ccc(Cl)cc1F	-8.3
68	Cc1ccc(-n2ncc3c(=O)n(NC(=O)C(C)Oc4ccccc4)cnc32)cc1 (centres undefined)	-4.2
69	NC(=O)CSc1ccc(NC(=O)c2cccc(F)c2)nn1	3.5
70	COCCn1c(C)cc(O)c(C(c2ccccc2Cl)N2CCN(C)CC2)c1=O (centres undefined)	-7.9
71	N#C/C(=C\c1ccc(Cl)cc1)c1nn(CCO)c(N)c1C#N	7.2
72	Cc1cc(NC(=O)CSc2nnc(SCC(=O)Nc3cc(C)on3)s2)no1	-5.6

cpd	smiles	mcGAS MS inh
73	CSc1ccnc2cc(C(F)(F)F)ccc12	-11.1
74	Oc1ccc2ccccc2c1C=NN1CCOCC1	-5.4
75	Cc1cn(C2OC(COC(=O)c3ccccc3)C(O)C2O)c(=O)[nH]c1=O (centres undefined)	-4.7
76	CC(C)(C)NC(=O)CC12CC3CC(C1)CC(CC(=O)NC(C)(C)C)(C3)C2	0.2
77	NC(=O)c1cnc2n1CCN(C(=O)c1cnn3ccccc13)C2	-7.7
78	O=C(C1CCOCC1)N1CCC(CO)(Cc2ccccc2Cl)CC1	-8.6
79	O=C(NCCC(F)(F)F)c1cnc(N2CCNC2=O)o1	-5.3
80	COc1ccc(OC)c(-c2cc(C(=O)N3CCC(C(=O)Nc4nccs4)CC3)[nH]n2)c1	-1.5
81	O=C(Nc1ccccc1N1CCCC1)N1CCC(c2ccccc2)CC1	-4.9
82	COCC(C)NC(=O)c1sc2nc(C3CC3)nc(C)c2c1C (centres undefined)	-7.0
83	O=C(/C=C/c1ccccc1)N1CCCC(CCC(=O)N2CCN(Cc3ccccc3)CC2)C1 (centres undefined)	-10.0
84	Cc1ccccc1-n1nc2c(c1NC(=O)C13CC4CC(CC(C4)C1)C3)CS(=O)(=O)C2	0.1

Filtered by structure: the compounds so far with a furan ring, fused or not (three)
cpd	smiles	mcGAS MS inh
8	CC(=O)NCCCc1ccc(-c2csc(NCc3ccco3)n2)cc1	-4.1
33	Cc1ccc2[nH]c3nc(N/N=C\c4ccc(-c5cccc([N+](=O)[O-])c5)o4)nnc3c2c1	-23.5
64	O=C(CCc1ccco1)N1CCCC1c1ncc(-c2ccccc2Cl)[nH]1 (centres undefined)	-3.7

Additional compounds:
cpd	smiles	mcGAS MS inh
85	O=c1c2cnc3ncnn3c2ccn1-c1ccc2c(c1)OCCO2	-5.4
86	Cc1cn(CC(=O)N2CCC3(CCCN(C)CC3)CC2)c(=O)[nH]c1=O	-22.5
87	COc1ccc(CNC(=O)C(C)Oc2ccc3c(c2)OCCO3)cc1OC (centres undefined)	-4.1
88	COC(=O)c1ccc(C)c(NC(=O)CSCc2ccc3c(c2)OCO3)c1	-1.1
89	COc1ccccc1OCC(=O)NCC1CCCN(Cc2ccc(O)c(Cl)c2)C1 (centres undefined)	-6.6
90	C=CCN(CC=C)C(=O)C1CC2CCC1C2 (centres undefined)	-3.4
91	CN(C)C(CNc1ncc(C(N)=O)cc1Cl)c1ccccc1 (centres undefined)	-3.1
92	COC(=O)CC1C(=O)NCCN1Cc1nc(-c2ccc(OC)c(C)c2)oc1C (centres undefined)	-3.9
93	Clc1ccc2c(c1)c1nc3ccccc3nc1n2Cc1nc2ccccc2o1	-2.0
94	COc1cc(C(=O)NCC(c2ccc(N(C)C)cc2)N2CCc3ccccc32)c([N+](=O)[O-])cc1OC (centres undefined)	0.9
95	CN(C)c1ccc(/C=N\NC(=O)CNC(=O)COc2ccc3c(c2)CCCC3)cc1	-5.4
96	COc1ccc(Cl)c2sc(N3CCN(C(=O)c4cccs4)CC3)nc12	-3.7

cpd	smiles	mcGAS MS inh
97	CN(Cc1cc2n(n1)CCNC2)CC1(N2CCOCC2)CCCCC1	-9.0
98	CSCCC(C)NC(C(N)=O)c1ccc(Br)cc1F (centres undefined)	-3.1
99	CC(=O)Nc1ccc(Cl)c(C(=O)N2CCN(CC(=O)N3CCCCC3)CC2)c1	-10.4
100	COc1ccc(NC2CCCN(C(=O)CCn3c(C)cccc3=O)C2)cc1 (centres undefined)	-20.5
101	C=CCOc1ccc(C2c3cc4c(cc3OC(=N)C2C#N)OCO4)cc1OC (centres undefined)	-26.9
102	CC(=O)Nc1ccc(C=C2N=C(C(C)(C)C)OC2=O)cc1	-7.3
103	Cc1cc(C(=O)NC2CCC(NS(C)(=O)=O)CC2)c(F)cc1F (centres undefined)	-5.7
104	COc1ccc(C)cc1NC(=O)CNC(=O)c1cnn2ccn(C)c12	-27.3
105	CC(C)CNC(=O)c1ccccc1N(C)S(C)(=O)=O	-7.0
106	CC(NS(=O)(=O)c1ccccc1C#N)c1ccc(-n2ccnc2)cc1 (centres undefined)	0.2
107	Cc1cc(C)c(S(=O)(=O)N2CCC(C(=O)NC(c3ccc(F)cc3)c3nccn3C)CC2)c(C)c1 (centres undefined)	12.3
108	Fc1cccc(COc2ccc(-n3cnnn3)cc2)c1F	-7.9

cpd	smiles	mcGAS MS inh
109	COC(=O)c1ccsc1NC(=O)/C=C\C(=O)O	1.6
110	C=CCC(C)(NCc1ccccc1)c1ccccc1 (centres undefined)	-23.8
111	COc1ccc(-n2c(Nc3nc(C)cc(C)n3)nc(C)cc2=O)cc1	-4.2
112	Cc1cccnc1NC(=O)CC1CSc2ncc(C)c(=O)n21 (centres undefined)	-2.1
113	Cc1ccc(-n2nc3c(c2NC(=O)c2ccc(S(=O)(=O)N(C)C)cc2)CSC3)cc1	-1.4
114	O=c1c(O)c(-c2ccc(O)cc2)oc2cc(O)cc(O)c12	10.9
115	COc1ccc(-c2csc(NN=C(C)C)n2)cc1	9.1
116	O=C(CCC1CCN(C(=O)c2cc3c(nc2Cl)CCC3)CC1)Nc1ccccc1	1.9
117	CN(C)c1ccc(N=Nc2nn[nH]n2)cc1	6.4
118	O=P(CCN1CCOC1c1cccnc1)(c1ccccc1)c1ccccc1 (centres undefined)	-6.0
119	O=C(O)C1CC(=O)N(Cc2ccccc2)C(=Nc2ccc(F)cc2)S1 (centres undefined)	-4.7
120	CC/C(=C/C(=O)NCCN1CCN(C)CC1)c1ccccc1	-12.0

cpd	smiles	mcGAS MS inh
121	Cc1cccc(C)c1NC(=O)c1ccccc1C(=O)O	-4.6
122	O=C(c1cccnc1OCC(F)(F)F)N1CCCC(c2ncn[nH]2)C1 (centres undefined)	-5.4
123	O=C(C1CCCC1)N1CCOC(CCc2ccccc2)C1 (centres undefined)	-5.2
124	CN1CCN(c2onc(-c3ccccc3)c2CNCc2ccco2)CC1	-12.0
125	NC(=O)c1cc(Cl)ccc1OS(=O)(=O)c1ccccc1F	-17.0
126	Clc1nc2ccccc2cc1CN1CCCC(n2ccnc2)C1 (centres undefined)	-3.4
127	O=C(c1ccncc1F)N1CCSc2ccc(Cl)cc21	-36.1
128	COc1ccc(C2CC(OC(C)=O)ON2c2ccccc2)cc1 (centres undefined)	-0.8
129	COc1ccc(-c2ccc(C)cn2)cn1	-3.9
130	Cc1ccc(N(CC(=O)NCC(C)Oc2cccnc2)S(C)(=O)=O)cc1 (centres undefined)	-3.1
131	CC(C)Cc1ccc(C(=O)C2CCN(C(=O)Cn3cnnn3)CC2)cc1	-2.8
132	CCN(CCc1nc2c(C)cccc2[nH]1)C(=O)c1ccc(=O)n(C)c1	-22.8
133	O=C(CSc1nnnn1-c1ccccc1)NNC(=O)c1ccc(O)cc1O	4.9
134	O=C1CCCCC1=CNC1CCCCC1	-0.4

Compound activity: PubChem, Fisher Drug Discovery Resource Center

This is a subset; the hit share may differ from the screen's.
